Bioassay records: PubChem, several laboratories
COUP-TFII inh: blocks human COUP-TFII nuclear receptor; actives 0.7% (n = 370,000); HEK293T NGFI-A luciferase reporter, luminescence; inhibition, % at 8.6 µM; P24468;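 active = inhibition above a per-plate cutoff, mean inhibition of test wells between control levels plus 3 SD, cut at about 38% in these data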;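 also: cells cotransfected with COUP-TFII expression vector driving the NGFI-A reporter; 0% = median of COUP-TF2 test wells and 100% = reporter-only cells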
Target sequence (P24468 whole entry, looked up): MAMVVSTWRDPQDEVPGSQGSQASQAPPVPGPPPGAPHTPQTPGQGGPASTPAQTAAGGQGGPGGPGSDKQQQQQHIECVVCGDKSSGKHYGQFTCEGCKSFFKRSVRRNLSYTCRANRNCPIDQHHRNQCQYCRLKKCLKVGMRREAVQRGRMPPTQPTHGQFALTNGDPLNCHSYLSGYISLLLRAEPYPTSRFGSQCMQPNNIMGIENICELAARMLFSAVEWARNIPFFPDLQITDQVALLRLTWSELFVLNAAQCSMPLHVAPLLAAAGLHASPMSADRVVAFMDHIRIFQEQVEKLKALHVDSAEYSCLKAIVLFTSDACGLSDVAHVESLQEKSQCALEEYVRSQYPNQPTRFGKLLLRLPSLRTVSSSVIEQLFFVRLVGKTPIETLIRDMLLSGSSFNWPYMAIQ
Vif inh: HIV Vif inhibition | inhibition, % at 7.49 µM | HEK293T cells, Vif self-association by quenched fluorescence, imaging, 24 h | AID 602346 | actives 0.35% (n = 340,000); in the data active = inhibition above about 50%, passing the limit was not always enough; inconclusive = no clear call, values can overlap the other calls; inactive = below about 31%; also: some results filed as inactive read as strong as hits
TROY signal inh: inhibitors of TROY-dependent NF-kB signaling. actives 0.98% (n = 360,000). inhibition, % at 10 µM. Q293 LMP1-TROYcd NF-kB luciferase reporter, 4 h;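 active = compounds whose plate-normalised and pattern-corrected inhibition of the luciferase reporter signal at the single screening dose is 50% or more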
NCOA3 inh: human NCOA3 inhibition; Q9Y6Q9; HEK293 GAL4-SRC3 luciferase reporter, luminescence; inhibition, % at 3.6 µM; actives 0.17% (n = 360,000);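 active = inhibition above a per-campaign cutoff, the mean of all compounds plus 3 SD, cut at about 60% in these data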;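 also: 0% = DMSO-treated cells and 100% = gossypol-treated cells at 36 µM; higher means less SRC3-driven luciferase light from the GAL4 reporter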
TLR9-MyD88 block: blocks human TLR9 binding to MyD88; Q9NR96+Q99836; inhibition, % at 4.98 µM; actives 0.21% (n = 340,000); AID 504734; CHO BLA complementation TLR9-MyD88, CCF4 FRET ratio;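 active = inhibition above the mean over all tested compounds plus 3 SD, cut at about 21% in these data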;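 also: 0% = DMSO only wells and 100% = clavulanate BLA inhibitor control wells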
NCOA2 inhibitor: inhibits human steroid receptor coactivator 2; AID 651957; Q15596; HEK293 GAL4-SRC2 luciferase reporter, luminescence; actives 0.17% (n = 370,000); inhibition, % at 9 µM;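 active = inhibition above the mean inhibition of all tested compounds plus 3 SD, set per campaign, cut at about 52% in these data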;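 also: 0% = DMSO treated cells and 100% = cells given Gossypol at 36 µM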
NCOA1 inh: inhibits human SRC1 coactivator; Q15788; HEK293 GAL4-SRC1 luciferase reporter, luminescence; inhibition, % at 3.6 µM; actives 0.12% (n = 360,000);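 active = inhibition above the campaign mean plus 3 SD, with each screening campaign given its own cutoff, cut at about 60% in these data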;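 also: 0% = DMSO treated cells and 100% = gossypol at 36 µM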
C8 TRAIL sens: caspase-8 TRAIL sensitization. AID 624354. NB7+C8 cells + TRAIL, ATPlite viability luminescence. actives 1% (n = 360,000). inhibition (viability loss, TRAIL sensitization), % at 10 µM;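 active = compounds causing at least 50% loss of cell viability in the single-dose screen, relative to plate controls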
LMP1 NFkB inh: reduces LMP1-driven NF-kappaB luciferase signal. LMP1-induced NF-kappaB luciferase reporter cells, luminescence. inhibition, % at 12.5 µM. actives 0.69% (n = 350,000); in the data active = inhibition above about 41%; inconclusive = no clear call, values can overlap the other calls;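 also: 0% = neutral control wells and 100% = reference inhibitor control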
NR5A2 inv ag: NR5A2 inverse agonism in reporter assay; O00482; HEK293T StAR-luciferase reporter, LRH-1 transfected, 24 h; inhibition, % at 3.6 µM; actives 0.13% (n = 360,000);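 active = inhibition above the mean inhibition of all tested compounds plus 3 SD, cut at about 73% in these data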;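 also: 0% = DMSO wells and 100% = reporter-only cells lacking LRH-1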
Target sequence (O00482 whole entry, looked up): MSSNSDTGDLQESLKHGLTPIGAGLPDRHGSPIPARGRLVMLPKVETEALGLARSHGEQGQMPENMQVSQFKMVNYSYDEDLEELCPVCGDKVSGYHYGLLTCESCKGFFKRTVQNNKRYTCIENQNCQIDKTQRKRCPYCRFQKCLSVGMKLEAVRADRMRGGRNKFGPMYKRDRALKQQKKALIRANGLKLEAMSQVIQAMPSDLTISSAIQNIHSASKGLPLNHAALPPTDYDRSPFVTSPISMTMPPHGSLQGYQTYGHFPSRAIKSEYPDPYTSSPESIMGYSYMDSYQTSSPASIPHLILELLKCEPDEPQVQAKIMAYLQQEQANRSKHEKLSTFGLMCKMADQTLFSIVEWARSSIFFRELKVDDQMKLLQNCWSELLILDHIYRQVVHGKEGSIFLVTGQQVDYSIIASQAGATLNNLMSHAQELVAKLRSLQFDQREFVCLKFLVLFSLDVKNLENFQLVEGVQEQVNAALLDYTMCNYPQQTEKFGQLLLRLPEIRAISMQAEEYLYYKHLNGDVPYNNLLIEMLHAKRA
NOD2 RIPK2 PPI: inhibitors of human NOD2-RIPK2 interaction. CHO BLA complementation NOD2-RIPK2, CCF4 ratio. actives 0.38% (n = 360,000). O43353. AID 624267. inhibition, % at 4.98 µM; in the data active = inhibition above about 21%;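 also: 0% = vehicle only and 100% = reference blocker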
An asterisk follows results filed as active; ? = inconclusive; · = not tested or not shown; & = joins results of further samples.

SMILES	COUP-TFII inh	Vif inh	TROY signal inh	NCOA3 inh	TLR9-MyD88 block	NCOA2 inhibitor	NCOA1 inh	C8 TRAIL sens	LMP1 NFkB inh	NR5A2 inv ag	NOD2 RIPK2 PPI
O=C1/C(=C\c2ccc(-c3ccccc3[N+](=O)[O-])o2)C(c2ccccc2)=NN1c1ccccc1	-36	-14	27	5	-11	16	-1	-10	-3	-4	0
COC(=O)c1cc(NC(=O)c2cc(-c3ccc(OC)cc3)oc2C(F)(F)F)ccc1N1CCOCC1	-17	0	3	16	-4	-2	4	3	-11	-3	-12
CC1CC(C)CN(C(=O)c2cc(S(=O)(=O)N3CCCCC3)ccc2Cl)C1 (stereo not drawn)	11	-9	1	-7	-4	23	-3	9	7	-17	0
O=C(NCc1ccc(Cl)cc1)c1cc2c(nc3sccn32)s1	8	-7	2	-2	-3	2	-12	0	12	-1	-4
O=C(Cc1ncc(C(F)(F)F)cc1Cl)NCCc1ccccc1	-7	8	-5	-2	5	-28	20	0	0	2	3
Cc1cccc(N(Cc2ccccc2)C(=O)Cc2ccc(S(=O)(=O)N3CCOCC3)s2)c1	1	-10	18	5	0	-13	-3	8	-4	-5	4
CC(C)(C)c1ccccc1OCCOCCSc1ncccn1	2	11	-22	4	7	-13	-5	5	5	1	-7
CN(C)/C=N/C(=S)Nc1ccc(Br)cc1F	-22	4	-84	-36	-2	-74	-64	15	-16	-74	-7
CCN(CC(=O)N1CCCC1)S(=O)(=O)c1ccc(Br)cc1	-15	0	0	10	-5	-27	2	-1	1	12	6
Cc1ccc2c(CC(=O)N3CCN(S(=O)(=O)c4ccccc4)CC3)coc2c1	12	-5	-10	5	-13	6	-15	7	2	-1	-5

An excerpt of these results, with values under each structure:
Value order – COUP-TFII inh | Vif inh | TROY signal inh | NCOA3 inh | TLR9-MyD88 block | NCOA2 inhibitor | NCOA1 inh | C8 TRAIL sens | LMP1 NFkB inh | NR5A2 inv ag | NOD2 RIPK2 PPI
CC(C)(C)c1ccccc1OCCOCCSc1ncccn1
    2 | 11 | -22 | 4 | 7 | -13 | -5 | 5 | 5 | 1 | -7
CN(C)/C=N/C(=S)Nc1ccc(Br)cc1F
    -22 | 4 | -84 | -36 | -2 | -74 | -64 | 15 | -16 | -74 | -7
CCN(CC(=O)N1CCCC1)S(=O)(=O)c1ccc(Br)cc1
    -15 | 0 | 0 | 10 | -5 | -27 | 2 | -1 | 1 | 12 | 6

Carrying on.
SMILES	COUP-TFII inh	Vif inh	TROY signal inh	NCOA3 inh	TLR9-MyD88 block	NCOA2 inhibitor	NCOA1 inh	C8 TRAIL sens	LMP1 NFkB inh	NR5A2 inv ag	NOD2 RIPK2 PPI
COc1cccc(OC)c1C(=O)OCC(=O)NC(=O)NCc1ccccc1	19	6	-4	12	-15	-20	1	-6	-2	-2	5
S=C(NCc1ccccc1)NC1CCSc2ccccc21 (stereo not drawn)	-15	-5	-12	7	-10	4	-1	-14	-1	-7	-11
COc1cccc(NC(=O)c2ccc(-c3ccc([N+](=O)[O-])cc3)o2)c1	2	0	-65	-12	-3	-4	-22	5	-6	-4	-5
Cc1ccc(C(=O)Nc2c(C)n(C)n(-c3ccccc3)c2=O)cc1S(=O)(=O)N1CCCCC1	-8	1	14	10	3	7	1	-2	-5	4	-4
COc1ccc2[nH]c3c(NCCCOC(C)C)ncnc3c2c1	-26	1	-9	-69	6	-49	-81	14	-19	-116	1
Cc1ccc(C2CC(c3cccs3)=NN2C(=O)CSC2=NCCS2)cc1 (stereo not drawn)	3	9	-1	0	1	36	6	4	1	17	1
CCCOc1ccccc1C(=O)Nc1ccc(S(=O)(=O)N2CCN(C)CC2)cc1	6	-2	0	-1	-6	-13	-25	-3	8	5	-5
COC(=O)CN(n1cnnc1)S(=O)(=O)c1ccccc1Cl	4	2	8	3	-1	19	4	-6	1	10	-3
CC1(C(=O)Nc2ccc3c(c2)OCO3)CCN1C(=O)c1ccccc1 (stereo not drawn)	9	-2	-27	-27	·	-1	-8	-7	·	-17	1
Clc1ccc(/C=N/N2CCN(Cc3ccccc3)CC2)cc1	-4	16	-30	-8	-3	17	-26	3	-1	-8	7
CSc1nnc2c3cc(F)ccc3n(Cc3ccccc3)c2n1	-1	15	-1	5	8	21	10	10	7	23	-8
COc1ccc(CCN(Cc2nc3ccccc3c(=O)[nH]2)C(=O)c2ccco2)cc1OC	8	10	14	3	1	-8	8	-7	0	10	-4
Nn1c(COc2cccc(Br)c2)nnc1SCC(=O)NCC1CCCO1 (stereo not drawn)	5	-1	-4	-11	4	-10	7	-1	-8	-1	6
Cc1ccc(S(=O)(=O)CCC(=O)NNC(=O)CN(C)S(=O)(=O)c2ccc(C)cc2)cc1	4	-4	-9	13	-6	20	2	6	4	12	-7
CCc1cc2ccc(C)cc2nc1SCC(=O)N1CCN(C(=O)c2ccco2)CC1	3	-7	-20	-17	-13	-9	-2	12	0	-11	3
Cn1cnnc1SC1CCCCC1NS(=O)(=O)c1ccc(Cl)cc1 (stereo not drawn)	-1	·	5	12	4	-4	-15	-11	-4	-12	-4
CC(C)(C)OC(=O)CNC(=O)c1nc[nH]c1C(=O)NCc1ccccc1	10	-2	-4	-4	1	1	9	-11	1	8	-2
CCN(CC)S(=O)(=O)c1cc(C(=O)Nc2cc(Cl)ccc2N2CCN(C)CC2)ccc1Cl	-11	13	10	4	0	-5	4	3	-8	-24	5
COCCCN1C(=O)C(O)=C(C(=O)c2ccco2)C1c1cccc(Br)c1 (stereo not drawn)	-23	0	-39	7	-5	-13	-5	0	-1	18	-7
Cc1ccc(CN2CC(C(=O)NCCCSc3ccccc3)CC2=O)cc1 (stereo not drawn)	5	0	-22	-1	-6	-11	0	-8	-7	6	-9
Cc1nn(-c2ccccc2)c(Cl)c1C1C(C#N)=C(N)Oc2n[nH]c(C)c21 (stereo not drawn)	0	-3	-11	12	-9	-6	-3	-1	53*	7	-10
NC(=O)CC(NC(=O)c1cccc(Br)c1)c1ccc(N2CCC(N3CCCCC3)CC2)c([N+](=O)[O-])c1 (stereo not drawn)	5	2	-19	7	-3	16	3	3	1	-18	1
COc1ccc([C@H]2C[C@@H](n3cc(-c4ccc(F)cc4)nn3)[C@H](O)CN2C(=O)c2cccs2)cc1	2	-4	-8	-12	1	-5	-1	0	-2	12	6
COc1ccc(C(=O)OCCN2CCOCC2)cc1OC	-15	-1	-3	10	-17	-9	-43	1	-3	9	-3
O=C(/C=C/c1ccco1)N(Cc1ccc(F)cc1)C1CCS(=O)(=O)C1 (stereo not drawn)	-2	1	6	10	5	7	8	-13	33	0	-3
O=S(=O)(Nc1nccs1)c1cnc(Cl)c(Br)c1	4	-4	-12	-6	-7	6	-9	-8	-7	-4	-6
CN(Cc1ccccc1)C(=O)C1(C)CCN1C(=O)Cc1ccc(Cl)cc1Cl (stereo not drawn)	10	5	17	-5	·	1	18	26	·	12	-1
COc1ccc(S(=O)(=O)N(C)CC(=O)Nc2ccccc2OC)cc1	-6	7	-4	23	-7	-30	4	-6	-6	-3	-8
Cc1ccc(Nc2nnc(SCn3nnc4ccccc4c3=O)s2)cc1	7	-4	-25	-6	3	14	-8	-5	-4	-9	1
O=C(CSc1nnc(-c2ccccc2Cl)o1)N1CCCC1	-34	-4	-36	-79	4	-56	-109	7	-33	-65	-7
Cc1ccc(OCC(=O)N2CCN(S(C)(=O)=O)CC2)cc1	11	-4	-8	1	9	-8	-3	-5	4	6	0
C/C(CC(=O)Nc1ccc(N(C)C)cc1)=N\NC(=O)c1ccc([N+](=O)[O-])cc1	-7	?	-14	-7	-3	-15	-14	10	4	-20	-8
CN(C)CCn1c(=S)[nH]c2ccccc2c1=O	12	0	-2	-8	0	-24	-8	4	-4	-4	-1
O=c1cc(O)c2sc3nc(C(F)(F)F)c4c(c3c2[nH]1)CCCCC4	9	-5	6	16	-1	-17	-2	-4	3	2	0
CCCNC(=O)C1(C)CCN(C(=O)c2cccc(OC(F)(F)F)c2)C1 (stereo not drawn)	6	·	2	-3	·	10	-2	3	·	9	-10
O=C(O)c1cc(-c2ccco2)nc2ccc(Br)cc12	2	6&1	28&8	-34&4	-4&-2	12	-27&0	-3&16	-1&2	-15&-29	-11&-10
CCOC(=O)c1ccc(-n2c(CCC(=O)O)ccc2-c2ccccc2)cc1	8	-2	-32	4	2	-3	-2	-4	7	-5	-4
COc1ccc(NC(=O)CCC(=O)c2cccs2)cc1S(=O)(=O)Nc1ccccc1Cl	12	-2	8	14	13	-17	0	-2	12	-8	1
Cc1ccccc1N1CCN(C2CCCN(C(=O)c3snnc3C)C2)CC1 (stereo not drawn)	-6	-10	-11	6	-8	-17	8	-4	1	0	6
Cc1nc(C(=O)NNC(=O)c2ccc(Cl)cc2)c(C(F)(F)F)o1	-7	6	-27	-2	-2	-12	4	13	4	9	3
COc1ccc(-c2cn3c(C)c(C(=O)N4CCCc5ccccc54)sc3n2)cc1	3	-6	26	-2	3	-4	0	26	-8	-15	-6
CCOC(=O)c1sc(NC(=O)CS(=O)(=O)c2ccc(C)cc2)nc1C	-6	4	-3	-11	-5	1	-18	-1	3	1	3
CCOc1ccccc1C(=O)NCC(=O)OCC(=O)c1c(N)n(C)c(=O)n(C)c1=O	9	-3	4	2	0	10	-5	-5	5	0	-3
COC(=O)c1cc2ccsc2n1Cc1nc(-c2cccc(Cl)c2)oc1C	-12	19	2	-8	-8	-2	-27	5	-7	-18	-2
CCOC(=O)C1=CC[C@@H](c2ccccc2C(F)(F)F)N(S(=O)(=O)c2ccc(C)cc2)[C@H]1c1ccc(C#N)cc1	-2	30	17	6	·	1	-2	4	·	7	7
O=C(CNc1cccc([N+](=O)[O-])c1)N1CCN(S(=O)(=O)c2ccc(Cl)cc2)CC1	-3	0	-6	10	-1	8	1	-7	-2	17	0
O=C(Nc1cccc(Cl)c1)c1csc([C@@H]2C[C@H](O)[C@@H](CO)O2)n1	13	-3	-28	-13	·	-6	-3	6	·	-17	-3
CCc1ccc(NC(=O)C2CCCN(S(=O)(=O)c3ccc4[nH]c(=O)ccc4c3)C2)cc1 (stereo not drawn)	-13	?	9	17	9	-9	-15	16	-2	-9	-7
COc1ccc(CNC(=O)CN(C)Cc2ccc(SC)cc2)cc1	-2	0	-22	-5	-11	13	-1	-19	-1	-14	-6
CC1CCN(S(=O)(=O)c2ccc(NC(=O)Cn3nnc(-c4ccccc4F)n3)cc2)CC1	5	-21	-13	10	11	4	-1	10	7	9	1
Next compounds follow:
SMILES	COUP-TFII inh	Vif inh	TROY signal inh	NCOA3 inh	TLR9-MyD88 block	NCOA2 inhibitor	NCOA1 inh	C8 TRAIL sens	LMP1 NFkB inh	NR5A2 inv ag	NOD2 RIPK2 PPI
CCCCOCC(O)CN1CCN(C(C)=O)CC1 (stereo not drawn)	-3	1	-2	3	-12	1	-18	-16	-14	5	-4
COc1ccc(-c2nc3ccc(Cl)cn3c2CC(C)(C)C)cc1OC	10	·	6	-1	·	-2	3	4	·	-6	0
COc1ccccc1NC(=O)C1CCCN(c2cnccn2)C1 (stereo not drawn)	5	-1	7	-19	1	-7	-30	-7	12	-14	-2
c1ccc(Cc2nnc3n2CCCCC3)cc1	-12	-18	15	8	-1	-26	-26	-3	0	4	-10
Cc1ncc(C(O)c2ccc(N(C)C)cc2)n1Cc1ccccc1 (stereo not drawn)	11	-1	10	0	2	-7	7	-4	7	9	-3

The list is partial; rates above refer to the full screens.
